Bioassay records as filed in PubChem BioAssay.
CHT inh: inhibitors of human choline transporter CHT; 310,000 tested, 0.86% active; CHT-expressing cells, membrane potential dye, choline response; active compounds read low; B-score at 10 µM; AID 488975, 2010; High affinity choline transporter 1 (Homo sapiens), Q9GZV3;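 active means B-score over 3 SD under the library average, and starting fluorescence ratio not unusually high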;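 further: choline stimulus applied at its EC90 after an EC20 pre-addition; B-score computed on integrated fluorescence ratio after choline addition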
Target sequence (Q9GZV3 whole entry, looked up): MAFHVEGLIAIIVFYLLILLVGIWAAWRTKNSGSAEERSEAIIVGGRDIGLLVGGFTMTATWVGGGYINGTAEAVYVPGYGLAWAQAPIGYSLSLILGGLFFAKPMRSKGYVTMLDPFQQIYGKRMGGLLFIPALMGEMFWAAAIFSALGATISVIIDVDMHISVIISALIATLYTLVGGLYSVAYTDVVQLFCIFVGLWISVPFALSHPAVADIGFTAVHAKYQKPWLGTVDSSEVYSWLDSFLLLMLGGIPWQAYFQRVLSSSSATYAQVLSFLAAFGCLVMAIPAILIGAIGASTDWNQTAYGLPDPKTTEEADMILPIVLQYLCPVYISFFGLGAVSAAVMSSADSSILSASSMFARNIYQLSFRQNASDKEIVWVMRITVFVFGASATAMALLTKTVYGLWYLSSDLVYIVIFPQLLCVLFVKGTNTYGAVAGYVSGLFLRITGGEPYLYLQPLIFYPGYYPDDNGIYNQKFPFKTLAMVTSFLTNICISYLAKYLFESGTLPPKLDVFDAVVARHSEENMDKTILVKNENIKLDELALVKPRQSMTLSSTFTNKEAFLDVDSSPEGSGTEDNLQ
CHT PAM: CHT positive allosteric modulators, primary screen, cell-based, membrane potential dye, choline EC20 | CHT-expressing cells; active compounds read high; LV-AA mutant CHT in HEK293 cells | AID 488977, 2010 | 310,000 tested, 0.49% active | B-score at 10 µM;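 active means initial fluorescence not abnormally high and integrated response B-score, plate-corrected, over 3 SD above library mean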
Starred values were filed as active, the others as inactive; i = inactive. Outcome played no part in choosing rows. Share with any hit: about 1.4%.

entry	mol	CHT inh	CHT PAM
1	O=C(CN(Cc1ccccc1Cl)C(=O)c1csnn1)NC1CCCC1	i	i
2	Cc1nc2sc(C(c3ccc(Br)cc3)N3CC(C)OC(C)C3)c(O)n2n1 (stereo not given)	i	i
3	C#CCSc1cc(C(F)(F)F)nc(-c2ccccn2)n1	i	i
4	O=C1CC(c2cccc(Cl)c2)CC(O)=C1C=NC1CCCC1 (stereo not given)	i	i
5	CC(C)(C)C(=O)Nc1cc(C(F)(F)F)ccc1-n1ccnc1	i	i
6	NC(=O)C1(N2CCCCC2)CCN(C2CC(=O)N(Cc3cccs3)C2=O)CC1 (stereo not given)	i	i
7	O=C(COc1ccccc1Cl)NCCC1=CCCCC1	i	i
8	Fc1ccc(-c2nc3c(-c4ccc(F)cc4)cnn3cc2CCN2CCOCC2)cc1	-6.58*	i
9	C=CCN(c1ccc(C(=O)Nc2cccc([N+](=O)[O-])c2)cc1)S(C)(=O)=O	i	i
10	CNC(C)C#Cc1ccc2c(=O)c3c(OC)cccc3oc2c1 (stereo not given)	i	i
11	COc1cccc(C(=O)NCc2ccc(-c3nc4ccccc4s3)cc2)c1	i	i
12	Cc1ccc(NC(=S)N2CCN(c3ccccn3)CC2)cc1C	i	i
13	CCCCn1c(SCC(=O)c2ccc3c(c2)NC(=O)CO3)nc2cc(S(N)(=O)=O)ccc21	i	i
14	CCN(c1ccccc1)c1cc(C)nc2nc(C)nn12	i	i
15	O=C(/C=C/c1ncc(C(F)(F)F)cc1Cl)OCc1ccccc1	i	i
16	Cc1cccc(CCNC(=O)CCNC(=O)Cn2ccc3ccccc3c2=O)c1	i	i
17	CCOc1ccc(NC(=O)CN(C)C(=O)c2ccc(C)c(S(=O)(=O)N3CCCCC3)c2)cc1OCC	i	i
18	CC(=O)c1c(N2CCCC2)[nH]c(-c2ccccc2)nc1=S	i	i
19	COc1ccc(C2Nc3ccccc3C(=O)N2NC(C)=O)cc1OC (stereo not given)	i	i
20	O=C(CCN1C(=O)c2ccccc2C1=O)N1CCN(c2ccccc2)CC1	i	i
21	O=C(O)c1ccc(N2Cc3ccccc3C2)cc1O	i	i
22	O=C(c1ccccc1NS(=O)(=O)c1ccc(Br)s1)N1CCOCC1	i	i
23	O=C(COC(=O)C12CC3CC(CC(C3)C1)C2)Nc1ccccc1F	i	i
24	O=C1ON=C(c2ccccc2)/C1=C/c1ccc(OS(=O)(=O)c2ccccc2)cc1	i	i

Shown as a hit in CHT inh, among the entries above:
cpd | SMILES | CHT inh
8 | Fc1ccc(-c2nc3c(-c4ccc(F)cc4)cnn3cc2CCN2CCOCC2)cc1 | -6.58*

(cont.)
entry	mol	CHT inh	CHT PAM
25	COc1cc(OC)cc(-c2cc3nc(C)c(CCC(=O)NCc4ccccc4)c(C)n3n2)c1	i	i
26	S=C1NCCOCCOCCOCCOCCN1	i	i
27	O=C(Cn1nnc(-c2ccccc2F)n1)N1CCCCC1	i	i
28	CCCc1c2ccccc2nc2ccccc12	i	i
29	Cn1c2ccc(F)cc2c2ncn(CC3CCCO3)c(=O)c21 (stereo not given)	i	i
30	CCCC/C=C1\CCc2c([nH]c3ccccc23)C1=O	i	i
31	COc1ccccc1-c1nc2n(n1)C(c1ccccc1Cl)C(C(N)=O)=C(C)N2 (stereo not given)	i	i
32	CCCNC(=S)N1CCN(c2nc(-c3cccc(OC)c3)cs2)CC1	i	i
33	COc1cccc(NC(=O)Cc2nnc(SCC(=O)NC3CCCC3)n2C)c1	i	i
34	CCCCSCCCNC(=O)c1cn(C)c2ccc(S(=O)(=O)N3CCCC3)cc2c1=O	i	i
35	CCc1ccc(-c2ccc3nnc(SCC(N)=O)n3n2)cc1	i	i
36	COc1cc(C2=NOC(C(=O)N3CCCCCC3)C2)cc(OC)c1OC (stereo not given)	i	i
37	CN(C)S(=O)(=O)c1ccc(NC(=O)c2ccccn2)cc1	i	i
38	COCCNC(=O)/C(C#N)=C/c1ccc(O)cc1	i	i
39	COc1ccc(NC(=O)CN2C(=O)COc3ccc(S(=O)(=O)N4CCCCCC4)cc32)cc1	i	i
40	COC(=O)NCC(c1ccc2c(c1)OCO2)N1CCN(c2ccccc2)CC1 (stereo not given)	i	i

Four entries from above, reformatted.
Below each SMILES – CHT inh, CHT PAM
31) COc1ccccc1-c1nc2n(n1)C(c1ccccc1Cl)C(C(N)=O)=C(C)N2 (stereo not given)
    i, i
32) CCCNC(=S)N1CCN(c2nc(-c3cccc(OC)c3)cs2)CC1
    i, i
33) COc1cccc(NC(=O)Cc2nnc(SCC(=O)NC3CCCC3)n2C)c1
    i, i
34) CCCCSCCCNC(=O)c1cn(C)c2ccc(S(=O)(=O)N3CCCC3)cc2c1=O
    i, i

Remaining list, next part:
entry	mol	CHT inh	CHT PAM
41	CCOc1ccc(NC(=O)C2CCCN2C(=O)Oc2ccccc2)cc1 (stereo not given)	i	i
42	CN1C(=O)C(=O)/C(=C(/O)c2ccccc2)C1c1ccccc1 (stereo not given)	i	i
43	CCOC(=O)N1CCN(C(=O)c2ccc3oc(CCCc4ccccc4)nc3c2)CC1	i	i
44	Cc1nc(-c2cccc(C(F)(F)F)c2)sc1C(=O)O	i	i
45	CCCCCC(=O)N/N=C/c1ccco1	i	i
46	O=C(NC(Nc1nc2ccc([N+](=O)[O-])cc2s1)(C(F)(F)F)C(F)(F)F)c1ccccc1Cl	i	i
47	O=C(c1ccco1)N1CCN(c2ncnc3c2[nH]c2ccc(Cl)cc23)CC1	i	i
48	COCCNC(=O)c1ccccc1NC(=O)CCSc1ccccc1	i	i
49	O=C(Nc1ccn(-c2ccccc2)n1)c1ccc(S(=O)(=O)N2CCCCCC2)cc1	i	i
50	CC(O)CCC(=O)NCCNC(=O)CCC(C)O (stereo not given)	i	i
51	CC(C)c1ccc(/C=C/C(=O)CCC(=O)O)cc1	i	i
52	O=C(CNCCC1=CCCCC1)Nc1ccccc1N1CCCCC1	i	i
53	Cc1ccc(C)c(S(=O)(=O)n2cnc3ccccc32)c1	i	i
54	CC(=O)N1CC=C2C(C#N)=C(N)C(C#N)(C#N)C(CCc3ccccc3)C2C1 (stereo not given)	i	i
55	CC(=O)[C@H]1[C@H](c2cccc(Cl)c2)C(C#N)(C#N)[C@@H]2c3ccccc3C=CN21	i	i
56	COc1ccccc1NC(=O)CNC(=O)c1ccc(Br)o1	i	i
57	CCCc1nnc(NC(=O)CNc2ccc(F)cc2)s1	i	i
58	Cc1ccc(N2CC(C(=O)Nc3ccc(N4CCOCC4)cc3)CC2=O)cc1C (stereo not given)	i	i
59	C/C(=N\NC(=O)C1COc2ccccc2O1)c1cccs1 (stereo not given)	i	i
60	COc1cccc(NS(=O)(=O)c2ccc3c(c2)C2C=CCC2C(c2ccc(C(=O)O)cc2)N3)c1 (stereo not given)	i	i
61	O=C1C2C3C=CC(C4CC34)C2C(=O)N1c1ccc2c(c1)OCO2 (stereo not given)	i	i
62	Cc1cccc(CC(=O)Nc2cc(=O)n(C)c(=O)n2C)c1	i	i
63	O=C(CN1C(=O)c2cccnc2Oc2ccc(Cl)cc21)NC1CCCC1	i	i
64	CCCn1c(N)c(C(=O)CSc2nnnn2-c2ccc(O)cc2)c(=O)n(C)c1=O	i	i
65	O=C(c1cc(Br)c[nH]1)N1CCCCC1	i	i
66	CCCn1c(SCC(=O)Nc2cccc(C)n2)nc2c1c(=O)n(C)c(=O)n2C	i	i
67	CN1CCN(NC(=O)c2cc(S(=O)(=O)N3CCOCC3)c(Cl)cc2Cl)CC1	i	i
68	CC(=O)N1CN(CCCn2ccnc2)Cc2c1sc1c2CCCC1	i	i
69	O=[N+]([O-])c1cccc(-c2ccc(/C=N/Nc3nc(N4CCCCC4)nc(N4CCCCC4)n3)o2)c1	i	i
70	COC(=O)c1c(-c2ccccc2)noc1C	i	i
71	Oc1ccc(-c2cccc(-c3ccc(O)cc3)n2)cc1	i	i
72	CCN(CC)S(=O)(=O)c1ccc(NC(=O)c2cc(-c3cccs3)nc3ccccc23)cc1	i	i
73	CCn1c(CNC(=O)c2ccccc2Br)nnc1SCC(=O)Nc1nncs1	i	i
74	Cc1cc(NC(=O)c2sc(Nc3ccc(F)cc3)nc2N)no1	i	i
75	CCC/C(=N\NC(=O)Cc1csc(N2CCOCC2)n1)c1ccccc1	i	i
76	O=C(COC(=O)/C=C/c1ccc(Cl)cc1Cl)NCCC1=CCCCC1	i	i
77	COc1cc(NC(=O)c2cc(-c3cccnc3)nc3ccc(C)cc23)c(OC)cc1Cl	i	i
78	CCOc1cc(CNc2ccc(O)cc2)ccc1OCc1ccc(Cl)cc1Cl	i	i
79	CC1=CC(=Nc2c(C)n(C)n(-c3ccccc3)c2=O)C=CC1=O	i	i
80	NC(=O)c1ccc(-n2nnnc2SCC(=O)NC2CCCCC2)cc1	i	i
81	Cc1c(Br)c([N+](=O)[O-])nn1C(C)C(=O)N1CCc2ccccc2C1 (stereo not given)	i	i
82	Cc1ccccc1NC(=O)C(=O)NCCCN1CCCC1=O	i	i
83	O=C(O)c1ccccc1-c1ccccc1C(=O)NNc1ccccc1	i	i
84	CC(O)CNc1nc(Cl)c(C#N)s1 (stereo not given)	i	i
85	COc1ccc(NC(=O)Cc2c(F)cccc2Cl)c(OC)c1	i	i
86	COc1ccc(Cl)cc1NC(=O)CN(C)C(=O)c1ccc(N2CCCCC2)c([N+](=O)[O-])c1	i	i
87	Cc1ccc(S(=O)(=O)Nc2cc(S(=O)(=O)N3CCCCC3)ccc2N2CCOCC2)cc1	i	i
88	CCc1ccc2[nH]c(=O)c(CN(CCCN3CCOCC3)C(=O)Nc3ccccc3)cc2c1	i	i
89	CCOC(=O)NN1C(=O)c2ccccc2NC1c1ccc(OC)cc1OC (stereo not given)	i	i
90	Cc1cccc(NC(=O)C2(c3cccs3)CCOCC2)n1	i	i
91	Cc1ccc(C(C)C)c(OCC(=O)Nc2ccc(Cl)cn2)c1	i	i
92	O=C(O)c1ccccc1SCc1cn2cc(Br)ccc2n1	i	i
93	Cc1ccc(OCCC(=O)Nc2ccc(C)c(F)c2)cc1	i	i
94	COc1ccc2c(c1OC)C(=O)OC2CC(=O)c1ccc(N(C)C)cc1 (stereo not given)	i	i
95	O=C(Nc1nnc(S(=O)(=O)N2CCOCC2)s1)c1ccccc1F	i	i
96	COc1ccc(N2CCN(c3ccc(S(=O)(=O)N(C(C)C)C(C)C)cn3)CC2)cc1	i	i

Other entries
entry	mol	CHT inh	CHT PAM
97	OCc1nc2nc(Cl)c(Cl)nc2[nH]1	i	i
98	CCn1c(CCC(=O)N(C)CC(=O)Nc2cccc(F)c2)nc2cc(S(=O)(=O)N(C)C)ccc21	i	i
99	CC(C)CCNC(=O)CCc1nnc(Cc2c[nH]c3ccccc23)o1	i	i
100	O=C(CC(c1ccccc1)c1ccccc1)Nc1ccncc1	-5.89*	i
101	COc1ccc(Oc2cccc(Cl)c2CNC(=O)c2ccccc2C(=O)O)cc1	i	i
102	CSc1ccccc1NC(=O)c1ccccn1	i	i
103	O=c1oc2ccccc2c2c1SC(C(F)(F)F)C2 (stereo not given)	i	i
104	Cc1ccc(F)cc1NC(=O)CCc1c(C)nn(-c2ccc(N3CCCCC3)nn2)c1C	i	i
105	COc1ccc(CN(C(=O)c2snc(C(N)=O)c2N)C(C(=O)NC2CCCC2)c2ccc(OC)c(OC)c2)cc1 (stereo not given)	i	i
106	O=C(N/N=C/c1ccccn1)C(O)c1ccccc1 (stereo not given)	i	i
107	Cc1cccc(CN2CCCC(C(=O)c3ccc4c5c(cccc35)CC4)C2)n1 (stereo not given)	i	i
108	O=C(c1ccncc1)N1CCN(C(=O)c2cccs2)CC1	i	i
109	COc1ccc(NC(=O)CN(C)S(=O)(=O)c2ccc(Cl)cc2)cc1Cl	i	i
110	N#CC(c1ccc(O)cc1)N1CCOCC1 (stereo not given)	i	i
111	O=C(O)CCC(=O)NCc1c(Cl)cccc1Sc1ccc(Cl)cc1	i	i
112	CCC(C)NC(=O)C1CCN(C(=O)c2ccccc2)CC1 (stereo not given)	i	i
113	C/C(=N\NC(=S)Nc1cccc(C)c1)c1ccco1	i	i
114	CCOC(=O)c1cc(-c2ccccc2)nc2nc(N(CC)CC)sc12	i	i
115	CC(C)CCOP(=O)(c1ccc(N(C)C)cc1)C(O)c1ccc(Cl)cc1Cl (stereo not given)	i	i
116	Cc1cccc(OCCNC(=O)CCc2ccccc2)c1	i	i
117	CCCN1CCC(=NNc2ccc(S(=O)(=O)N(CC)CC)cc2[N+](=O)[O-])CC1	i	i
118	CCN(CC)C(=O)COC(=O)c1ccc(O)cc1	i	i
119	O=C(Nc1ccccc1)c1ccccc1Oc1ccc(C(F)(F)F)cc1[N+](=O)[O-]	i	i
120	Cc1cnc(C(=O)Nc2ccc(-n3cnnn3)cc2)cn1	i	i

Quoted at random: 2 compounds from above.
entry	mol	CHT inh	CHT PAM
25	COc1cc(OC)cc(-c2cc3nc(C)c(CCC(=O)NCc4ccccc4)c(C)n3n2)c1	i	i
32	CCCNC(=S)N1CCN(c2nc(-c3cccc(OC)c3)cs2)CC1	i	i

The results go on:
entry	mol	CHT inh	CHT PAM
121	O=C(O)C(Cc1cc2ccccc2[nH]1)N1C(=O)C2CC=C(Cl)CC2C1=O (stereo not given)	i	i
122	O=C(C1=NN[C@@H]2C(=O)N(c3cccc(C(F)(F)F)c3)C(=O)[C@H]12)C(c1ccccc1)c1ccccc1	i	i
123	FC(F)(F)c1cnc(Nc2ccc(N3CCOCC3)cc2)c(Cl)c1	i	i
124	COc1ccc(Cc2nc3ccc(C(=O)N(C)C(C)c4nccs4)cc3o2)cc1 (stereo not given)	i	i
125	Cc1cc(C)nc(/N=C(\N)Nc2cc([N+](=O)[O-])ccc2C)n1	i	i
126	CCN1CCN(C(=O)CS(=O)Cc2nc(-c3cccc(C)c3)oc2C)CC1 (stereo not given)	i	i
127	O=C(Nc1ccccc1)Nc1cc(S(=O)(=O)N2CCOCC2)ccc1N1CCCC1	i	i
